# Screening results as filed in PubChem.
# NCI-60 one-dose screen, 48 h, at 10 µM unless noted. Numbers give growth in % (100 = growth as untreated, 0 = no growth, -100 = all killed).
# NCI-H460 – NCI-H460 lung cancer. AID 1794736. 82,000 compounds, 6.8% hits
# NCI/ADR-RES – NCI/ADR-RES ovarian cells | 81,000 compounds, 4.4% hits
# NCI-H522 – NCI-H522 lung cancer. 78,000 compounds, 8% hits
# OVCAR-4 – OVCAR-4 ovarian cancer cells; 80,000 compounds, 3.7% hits; AID 1794784
# IGROV1 – IGROV1 ovarian cancer; 79,000 compounds, 4.7% hits; AID 1794786
# NCI-H23 – NCI-H23 lung cancer. AID 1794731. 80,000 compounds, 4% hits
# SK-OV-3 – SK-OV-3 ovarian cancer cells; 80,000 compounds, 3.2% hits
# NCI-H322M – NCI-H322M lung cancer; 80,000 compounds, 2.7% hits; AID 1794733
# NCI-H226 – NCI-H226 lung cancer | 79,000 compounds, 3.5% hits | AID 1794732
# Active calls of the source: *; . = not tested or not shown; & = joins results of further samples. The calls were made as follows: active = growth percent below 10; inactive = the rest.
SMILES,NCI-H460,NCI/ADR-RES,NCI-H522,OVCAR-4,IGROV1,NCI-H23,SK-OV-3,NCI-H322M,NCI-H226
CCN(CC)CC(O)c1ccc2ccc3ccccc3c2c1 (stereo unspecified),91.5,91.2,115.1,89.8,105.9,93.4,102.3,96.8,87.3
COc1ccc(N2CCN(c3ncnc4c3c(C)nn4-c3ccc(F)cc3)CC2)cc1,104.9,103.7,96.4,101.8,90.5,90.1,96.3,98.5,94.8
CCOP(=O)(OCC)C(NC(=O)Cc1ccccc1)C(=O)N1CCC(O)CC1 (stereo unspecified),108.8,104.8,97.1,110.9,103.3,102.3,106.8,100.1,106.3
CS(=O)(=O)c1ccccc1,107.9,98.0,93.4,100.9,105.5,93.2,107.3,103.2,106.0
C[C@]12CC[C@H]3[C@@H](CC=C4C[C@@H](O)CC[C@@]43C)[C@@H]1C[C@H](O)C2,105.9,102.4,80.8,104.4,105.7,96.6,130.6,97.7,94.8
O=C(O)/C=C/C(=O)Nc1ccccc1,103.4&106.8,112.7&107.3,94.1,108.2&116.0,111.1&111.5,100.3&105.3,117.2&101.7,96.1&129.9,90.5&106.1
O=C(CCl)OCCCOCCCOc1ccccc1,108.7,96.6,108.8,105.9,104.9,103.1,103.9,105.1,105.2
C[C@H]1C=C(C[C@H](O)CC#CC#CCCCCC[C@@H](O)[C@H]2CCC(=O)O2)C(=O)O1,108.1,95.5,100.1,112.9,111.8,93.9,103.1,89.5,95.2
CC(C)COC(=O)N1c2ccccc2C=CC1OCC(C)C (stereo unspecified),114.0,111.1,109.5,108.6,105.7,102.4,108.1,108.8,111.1
CN1CCN(c2ccc(C(=O)/C=C/c3cc(F)cc(C(F)(F)F)c3)cc2)CC1,80.2,59.0,83.4,71.8,77.9,72.0,109.1,78.9,61.8
O=C(O)c1ccccc1C(=O)N(c1ccccc1)c1ccccc1,105.6,105.2,93.1,103.6,111.9,94.9,110.3,103.7,104.2
Oc1ccc(-c2nc(N3CCOCC3)c3ccccc3n2)cc1,61.4,81.5,71.4,66.3,58.4,72.5,83.6,73.7,83.2
COc1ccc(-c2cc(-c3ccc(Nc4ccnc5cc(Cl)ccc45)cc3)nc(N3CCCCC3)n2)cc1OC,99.1,106.0,92.2,101.0,102.1,100.8,111.9,102.3,96.4
CN(c1ccccc1)S(=O)(=O)c1ccc2ccccc2c1,104.8,92.6,63.5,103.2,96.9,105.2,86.3,88.9,99.3
CC(C)C1OC1(C)C#N (stereo unspecified),99.7,105.2,103.9,100.2,.,104.4,103.9,104.5,104.0
O=C(O)C1=C(C(=O)O)C2C=CC1C2,118.4,112.1,94.0,108.3,116.0,107.7,102.3,110.6,96.3
O=C(CSc1nnc(-c2ccc3nc(-c4ccccc4)[nH]c3c2)o1)Nc1ccc(Cl)cc1,48.8,38.5,28.7,61.9,52.6,21.4,55.9,63.9,31.4
Brc1c2ccccc2c(Br)c2ccccc12,107.1,102.5,95.7,99.4,109.2,103.2,100.3,97.3,97.9
O=[N+]([O-])c1ccc(NCn2c(=S)sc3ccccc32)cc1,107.3,90.6,86.3,107.7,88.5,90.4,87.9,96.4,95.2
Cc1cccc(Cc2cnc(NC(=O)CCc3ccc(C)o3)s2)c1,4.2*,17.2,4.7*,53.3,32.2,35.3,24.5,45.9,35.1
O=C(Oc1ccc(Br)cc1)c1ccccc1,112.3,97.2,90.7,99.6,101.6,106.2,88.4,99.8,104.1
CC1(C)C2CC[C@]3(C)C(C(=O)C=C4[C@@H]5C[C@@](C)(C(=O)O)CC[C@]5(C)CC[C@]43C)[C@@]2(C)CC[C@@H]1O (stereo partly specified),109.9,104.5,91.8,109.1,104.8,88.9,102.5,107.8,97.2
CCCCOc1nc2c(C)cccc2cc1C1CNC(=O)c2ccccc2N1 (stereo unspecified),56.2,51.3,44.8,71.7,.,80.0,69.2,105.2,89.0
COc1ccc(-c2cc(NC(=O)Nc3cccc(C(C)=O)c3)no2)cc1,101.7,97.9,88.2,100.6,102.0,98.3,105.7,101.6,93.3

# Only NCI-H322M and IGROV1, for two of the compounds above:
Molecule	NCI-H322M	IGROV1
O=C(Oc1ccc(Br)cc1)c1ccccc1	99.8	101.6
CC1(C)C2CC[C@]3(C)C(C(=O)C=C4[C@@H]5C[C@@](C)(C(=O)O)CC[C@]5(C)CC[C@]43C)[C@@]2(C)CC[C@@H]1O (stereo partly specified)	107.8	104.8

# (further entries)
SMILES,NCI-H460,NCI/ADR-RES,NCI-H522,OVCAR-4,IGROV1,NCI-H23,SK-OV-3,NCI-H322M,NCI-H226
Nc1nc(Cl)cc(-c2ccccc2)n1,112.1,97.4,91.0,101.0,103.8,92.3,97.7,99.7,98.1
Cc1ccn(C(N)=O)n1,107.6&102.3,98.7&104.8,99.7&90.1,101.2&105.1,103.4&106.3,106.4&98.7,96.1,98.7&100.3,95.0&98.5
Cc1ccc(S(=O)(=O)Oc2c(Br)cc(Br)cc2Br)cc1,98.8,.,91.9,93.2,85.5,88.3,96.3,103.6,85.6
CCCCOC1=C(OCCCC)C(=O)c2ccccc2C1=O,107.6,93.9,84.4,78.6,107.2,80.9,99.2,103.7,100.5
C=C(C)[C@@H]1CC[C@]2(C(=O)NCCNCCN)CC[C@]3(C)[C@H](CC[C@@H]4[C@@]5(C)CCC(=O)C(C)(C)[C@@H]5CC[C@]43C)[C@@H]12,99.7,101.8,105.3,105.7,100.4,100.5,104.0,101.7,105.2
CC(C)OC(=O)Nc1cc(C(F)(F)F)ccc1F,103.2,98.6,98.6,104.0,104.6,95.3,96.2,101.1,103.1
CC(c1nnnn1-c1ccc(Br)cc1)N1C(=O)c2ccccc2C1=O (stereo unspecified),101.5,100.2,92.9,101.5,102.6,99.7,106.6,101.0,106.7
C=C1C(=O)O[C@H]2[C@H]1CC/C(C(=O)NCCCNC(=O)/C1=C/CC[C@@]3(C)O[C@H]3[C@H]3OC(=O)C(=C)[C@@H]3CC1)=C\CC[C@@]1(C)O[C@@H]21,102.0,92.7,92.3,109.4,99.9,93.2,103.2,95.2,99.3
COc1ccc(/C=C2\N=C(C)N(CCc3ccc(S(N)(=O)=O)cc3)C2=O)cc1,103.9,98.5,83.4,96.3,104.3,101.2,92.9,94.5,98.1
COc1ccc(-c2c(C(=O)O)nnn2-c2cc(OC)c(OC)c(OC)c2)cc1,105.2,111.0,80.0,104.0,97.7,111.9,97.2,96.5,88.8
CCC(C)NCCOC(=O)c1ccccc1 (stereo unspecified),117.6,114.0,90.2,99.0,127.9,106.2,98.0,128.1,105.1
O=C(O)c1cccc(S)c1,103.9,99.4,74.6,108.1,115.5,99.9,117.0,115.0,104.9
CCOC(=O)c1c(-c2ccc(Cl)cc2)c(C#N)c(=O)n(-c2ccccc2CC)c1N,82.3,91.9,92.0,98.1,99.8,76.9,102.0,78.7,85.4
Nc1ccc(Cl)cc1C(=O)c1ccc[nH]1,101.5&106.8,100.8&105.4,93.1&91.0,98.4&87.7,114.2&97.6,98.0&96.9,113.8&89.7,104.7&91.8,104.9
COc1ccc(N=Nc2c(N)nn3c(-c4ccccc4)ccnc23)cc1,106.4,100.1,94.2,99.0,91.4,93.7,108.3,99.0,80.3
Cc1ccc(Cl)cc1NS(=O)(=O)c1ccccc1,112.4&107.7,108.0&104.2,103.3&98.6,108.4,102.3&105.5,101.1&99.0,104.4&103.6,105.1&118.7,97.7&95.5
N#CC(C#N)N=Nc1ccc(Cl)cc1,91.0,72.2,-12.4*,10.1,69.4,36.5,45.8,93.2,75.1
CCOC(=O)c1ccccc1NC(c1ccccc1)c1ccc2cccnc2c1O (stereo unspecified),6.2*,11.9,-1.7*,21.5,41.8,30.3,14.1,42.5,7.2*
NS(=O)(=O)c1ccc(-n2cc(COc3ccc(/C=C4/SC(=S)NC4=O)cc3)nn2)cc1,107.1,103.2,95.3,99.6,101.8,114.9,105.8,105.0,107.0
COC(=O)C1(Cc2ccccc2)CC(=O)N1C[C@H](Cc1ccccc1)N(Cc1ccccc1)Cc1ccccc1 (stereo partly specified),49.3,49.3,23.2,27.0,64.6,38.6,58.6,85.4,40.4
CC1(C)C2CCC13CC(=O)OC3C2 (stereo unspecified),111.8,107.4,103.0,105.2,125.2,99.4,118.8,127.8,104.3
N#Cc1c(-c2cn(-c3ccccc3)nc2-c2ccc(OCc3ccccc3)cc2)cc(-c2ccc(Cl)cc2)oc1=N,102.9,98.7,82.0,92.7,108.0,100.3,96.4,92.4,90.3
O=c1cc[nH]cc1[N+](=O)[O-],109.8,96.5,94.1,113.1,104.0,97.8,103.9,104.5,105.9
c1ccc2c(-c3c4ccsc4cc4[nH]c5ccccc5c34)c[nH]c2c1,11.6,20.4,22.7,40.8,38.1,51.6,49.5,69.6,67.9

# Of the compounds above, 2 have two or more sulfur atoms.
SMILES,NCI-H460,NCI/ADR-RES,NCI-H522,OVCAR-4,IGROV1,NCI-H23,SK-OV-3,NCI-H322M,NCI-H226
O=[N+]([O-])c1ccc(NCn2c(=S)sc3ccccc32)cc1,107.3,90.6,86.3,107.7,88.5,90.4,87.9,96.4,95.2
NS(=O)(=O)c1ccc(-n2cc(COc3ccc(/C=C4/SC(=S)NC4=O)cc3)nn2)cc1,107.1,103.2,95.3,99.6,101.8,114.9,105.8,105.0,107.0

# Continuation:
SMILES,NCI-H460,NCI/ADR-RES,NCI-H522,OVCAR-4,IGROV1,NCI-H23,SK-OV-3,NCI-H322M,NCI-H226
N#CC1=C(N)Oc2cc(O)ccc2C1c1cc2ccccc2n2nnnc12 (stereo unspecified),102.1,100.3,91.9,104.4,112.7,106.5,93.4,94.2,99.2
CCCCCCNC(=O)Nc1ncnc2c1ncn2-c1ccccc1,102.2,91.1,82.5,85.3,88.1,98.0,87.5,94.9,93.8
Cc1nc2ccccc2n1-c1ncnc2c1CC(C)c1ccccc1N2C (stereo unspecified),102.3,67.8,72.5,92.4,.,85.6,85.9,97.8,89.7
COc1ccc(NCc2ccc(CO)n2Cc2ccccc2)cc1,104.2,96.0,85.4,98.9,90.3,88.3,92.9,100.4,104.6
CCCCCCNC(=O)Oc1ccc(/C(=C(/C)c2ccc(Cl)cc2)c2ccc(OCCN3CCCCCC3)cc2)cc1,40.9,79.4,92.3,61.0,68.4,52.2,96.0,96.8,83.2
CCN1C(=O)N(CC)C2C1N=C(SC)N2/N=C/C=C/c1ccccc1OC (stereo unspecified),6.2*,-0.9*,-32.8*,50.5,22.2,21.9,18.9,31.7,34.8
C=C(C)c1ccc(C)c(C)c1,113.5,105.1,92.5,110.6,105.4,97.2,.,104.9,99.5
CCN1CCN(C2=NC(=O)/C(=C\c3ccccc3)S2)CC1,102.0,97.1,94.6,98.0,95.3,99.3,115.7,99.0,103.7
COC(=O)C1CCC(=O)CC1,115.8,104.8,97.0,98.9,101.7,109.2,98.0,116.7,107.3
Cc1ccc(N2C(=O)c3ccccc3C2(O)c2ccccc2)cc1 (stereo unspecified),110.9,106.4,107.8,106.0,126.5,101.4,117.4,123.8,107.2
CSCCC(NC(=O)OCc1ccccc1)C(=O)O (stereo unspecified),109.6,107.6,.,117.7,90.0,107.4,106.3,80.4,104.9
Ic1ccc([I+]c2ccc(I)cc2)cc1,43.6,83.5,72.3,45.3,55.8,44.4,79.4,81.7,68.4

# Profiles, quoted from the list. Order of values: NCI-H460 | NCI/ADR-RES | NCI-H522 | OVCAR-4 | IGROV1 | NCI-H23 | SK-OV-3 | NCI-H322M | NCI-H226
# Results for CCN1CCN(C2=NC(=O)/C(=C\c3ccccc3)S2)CC1 → 102.0 | 97.1 | 94.6 | 98.0 | 95.3 | 99.3 | 115.7 | 99.0 | 103.7
# Results for COc1ccc(NCc2ccc(CO)n2Cc2ccccc2)cc1 → 104.2 | 96.0 | 85.4 | 98.9 | 90.3 | 88.3 | 92.9 | 100.4 | 104.6

# Going on with the list.
SMILES,NCI-H460,NCI/ADR-RES,NCI-H522,OVCAR-4,IGROV1,NCI-H23,SK-OV-3,NCI-H322M,NCI-H226
Clc1cccc(Cl)c1C(Nc1nc2ccccc2s1)Nc1nc2ccccc2s1,104.6,107.7,90.8,84.6,-15.1*,101.1,94.2,105.6,89.9
Cc1cc(C)n(-c2ncc(C#N)c(N)n2)n1,108.4,100.9,84.1,110.7,102.8,97.2,106.4,100.5,100.2
COc1cc2cc(Oc3ccc(NC(=O)Nc4cccc(C(F)(F)F)c4)cc3)c(C)nc2cc1OCCN1CCOCC1,16.4,45.3,29.3,20.1,57.7,15.4,92.0,80.4,57.0
CC(C)Cn1cnc2c(NCn3nc(-c4cc(Cl)cc(Cl)c4Cl)n(/N=C/c4ccc(Cl)cc4)c3=S)nc3ccccc3c21,99.1,56.3,.,71.1,4.1*,80.9,109.8,81.6,73.4
CC(=O)c1cc(C)[nH]c1C,99.1,102.0,96.9,103.1,95.5,104.8,.,116.7,95.3
COc1cc(-c2ccc3ncnc(NC(C)c4ccccc4)c3c2)cnc1OC (stereo unspecified),64.5,58.8,40.9,49.0,-23.2*,.,40.4,15.4,52.8
O=C(/C=C\C(=O)OC1CCCCC1)OC1CCCCC1,111.1,104.1,84.8,98.5,101.8,98.6,115.1,98.4,93.4
C/C(=N\N1C(=O)c2ccccc2NC1c1ccccc1Br)c1c(O)cc(C)oc1=O (stereo unspecified),108.5&100.6,93.5&108.4,100.8&95.5,103.8&106.3,95.6&101.9,97.0&98.5,116.3&101.7,92.0&97.5,97.9&98.3
COc1ccc(-c2nc(SCCC(C)C)nc(N/N=C(/C)c3ccc(C)cc3)c2C#N)cc1,99.7,89.8,87.2,103.2,84.7,84.5,95.7,87.4,91.7
Fc1ccc(-c2ncnc3c2ncn3CC#CCn2cnc3c(-c4ccc(F)cc4)ncnc32)cc1,106.9,102.9,.,106.0,127.6,102.3,103.9,130.1,112.1
CC(OC(=O)Nc1cccc(Cl)c1)C(=O)OCCCl (stereo unspecified),113.2,110.2,.,105.1,107.6,109.7,105.1,99.5,99.2
